INS-1E GSIS act: GLuc luminescence reporter in INS-1E cells, primary screen for activators of glucose-dependent secretion of insulin. AID 743287. hit rate 0.61% among 370,000. activation, % at 16.6 µM. INS-1E GLuc reporter insulin secretion, 2-3 h;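 active = lowest replicate activation of at least 40%, so every replicate reaches that level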;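 note: 0% = median of neutral control wells and 100% = median of IBMX positive control wells; some compounds called inactive have numbers as strong as hits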
RAD52 inh: blocks human RAD52 DNA annealing; P43351; recombinant RAD52 DNA annealing, FRET fluorescence; inhibition, % at 18.7 µM; hit rate 0.46% among 360,000; AID 651710;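 active = every replicate showing at least 50% inhibition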
RAD54 inh: RAD54 (human) branch migration inhibition; inhibition, % at 10.4 µM; Q92698; RAD54 Holliday junction branch migration, FAM/BHQ fluorescence; hit rate 0.14% among 360,000;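 active = mean normalized replicate activity at least 40 and at least half of replicates scoring 40 or more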;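 note: 0% = median of neutral control wells and 100% = median of positive control wells; inhibitors cause a drop in the FAM fluorescence signal; in these data hits start at about 50%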
E-sel inducer: induces E-selectin expression in human endothelial cells. P16581. HUVEC E-selectin immunofluorescence imaging; normalized: neutral wells 0, TNF-alpha wells 100. activation, % at 7.58 µM. hit rate 0.37% among 260,000;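 active = mean E-selectin-positive cell signal at least 10% of the positive control, reached in at least 60% of replicates, without over 20% cell loss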;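 note: in these data hits start at about 27%; measured in HUVEC primary endothelial cells; signal is the percent of cells scored E-selectin positive by PE staining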
Target sequence (P16581 whole entry, looked up): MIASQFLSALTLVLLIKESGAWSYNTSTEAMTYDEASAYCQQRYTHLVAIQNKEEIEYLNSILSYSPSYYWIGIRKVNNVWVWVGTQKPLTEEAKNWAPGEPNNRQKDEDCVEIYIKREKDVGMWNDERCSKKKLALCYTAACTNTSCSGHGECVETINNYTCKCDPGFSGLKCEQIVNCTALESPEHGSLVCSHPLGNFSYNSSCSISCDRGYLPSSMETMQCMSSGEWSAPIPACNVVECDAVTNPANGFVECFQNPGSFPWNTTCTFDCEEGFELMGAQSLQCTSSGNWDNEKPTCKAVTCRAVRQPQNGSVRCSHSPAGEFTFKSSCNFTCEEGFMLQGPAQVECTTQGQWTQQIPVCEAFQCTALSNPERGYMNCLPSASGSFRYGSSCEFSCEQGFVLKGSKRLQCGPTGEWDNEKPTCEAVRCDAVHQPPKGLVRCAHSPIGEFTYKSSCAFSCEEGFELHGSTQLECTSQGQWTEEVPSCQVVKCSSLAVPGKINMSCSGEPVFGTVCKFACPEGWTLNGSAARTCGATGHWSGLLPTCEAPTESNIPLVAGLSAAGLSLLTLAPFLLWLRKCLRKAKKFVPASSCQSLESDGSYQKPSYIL
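assay system = HUVEC, human umbilical vein endothelial cells | input = 3,000 HUVEC seeded per well | medium = EGM-2 growth medium on 0.1% gelatin-coated wells | dosing = one compound dose added by pin transfer | signal = immunofluorescence imaging | read-out basis = % PE-positive cells | control set = TNF-alpha, DMSO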
CFTR F508del cor: correctors of CFTR F508del function in bronchial epithelial cells; CFBE cells, YFP halide quenching; stimulated with forskolin plus potentiator P3; % fluorescence drop versus neutral controls; activity (quench increase), % at 7.58 µM; hit rate 0.36% among 350,000;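 active = mean added fluorescence quench of at least 8% versus neutral control, with both replicates also reaching 8%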;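 note: cells transiently co-express mutant CFTR-F508del with the halide-sensitive YFP; corrector assay measuring rescue of mutant channel to the surface after 24 h compound exposure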
Casp6 inh: caspase-6 (human) enzyme inhibition; P55212; purified caspase-6, Z-VEID-R110 cleavage fluorescence; inhibition, % at 12.5 µM; hit rate 0.53% among 350,000; AID 686996;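 active = mean inhibition across replicates at least about 35%, with every replicate also reaching that limit, limit read from the data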;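 note: 0% = median of neutral control wells and 100% = no fluorescence left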
Target sequence (P55212 24-179 limits assumed): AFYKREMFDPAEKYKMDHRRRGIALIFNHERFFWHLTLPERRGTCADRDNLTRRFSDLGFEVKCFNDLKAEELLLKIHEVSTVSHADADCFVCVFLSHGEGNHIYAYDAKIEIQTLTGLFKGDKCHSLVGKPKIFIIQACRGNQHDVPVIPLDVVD
Target sequence (P55212 194-293 limits assumed): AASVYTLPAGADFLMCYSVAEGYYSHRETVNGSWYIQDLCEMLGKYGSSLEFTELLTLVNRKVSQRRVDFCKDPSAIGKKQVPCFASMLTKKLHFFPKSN
XiGFP reactiv: activators of X-chromosome reactivation in mouse fibroblasts; XiGFP mouse fibroblasts, % GFP-positive cells imaging, 3 d; cells co-treated with 5-aza-dC sensitizer; scaled so ellipticine positive control = 100%; activation, % at 7.58 µM; hit rate 0.055% among 360,000;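 active = mean normalized replicate activation at least 10% and every replicate at or above 10%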;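 note: 0% = median of on-plate neutral control wells and 100% = ellipticine 6 µM median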
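assay system = SV40-immortalized XiGFP fibroblast cells, line 68-5-11 | buffer or medium = DMEM plus 5-aza-dC sensitizer | doses = single-point pinned compound dosing | times = 3-day compound exposure, then 15 min fixation at room temperature | benchmarks = positive control ellipticine, 6 µM final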
DENV2 CPE rescue: inhibitors of DENV2 cytopathic effect; DENV2-infected cells, cytopathic effect rescue, plate reader; CPE inhibition, % at 9.99 µM; hit rate 1.7% among 350,000; AID 651640; in the data active = CPE inhibition above about 20%, passing the limit was not always enough; tested in BHK-21 cells;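 note: 0% = median of neutral control wells and 100% = median of positive control wells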
* = called active by the depositor; · = no result given; & = joins results of further samples.

SMILES | INS-1E GSIS act | RAD52 inh | RAD54 inh | E-sel inducer | CFTR F508del cor | Casp6 inh | XiGFP reactiv | DENV2 CPE rescue
C[C@@H]1CN([C@@H](C)CO)C(=O)c2cc(NS(=O)(=O)c3cccs3)ccc2O[C@H]1CN(C)Cc1ccc(Oc2ccccc2)cc1 | -17 | 2 | 1 | -3.8 | -2.4 | -2 | -0.1 | 5
COC(=O)c1ccc(Cn2nc(-c3cc(C)ccc3C)ccc2=O)cc1 | -26 | -14 | -10 | -0.1 | 0.7 | 0 | 0.2 | -2
CCCC(=O)Nc1ccc2c(c1)C(=O)N(C)[C@@H]1CC[C@@H](CC(=O)NCC3CC3)O[C@H]1CO2 | 10 | 0 | 2 | -0.1 | -2.4 | -3 | 0.2 | -7
CC1CCCCC1NC(=O)c1cccc(S(=O)(=O)N2CCN(Cc3ccccc3)CC2)c1 (centres undefined) | -7 | -20 | 5 | 1.4 | -1.4 | 2 | -0.1 | 2
C[C@H]1CN([C@@H](C)CO)S(=O)(=O)c2ccc(C#CCN(C)C)cc2O[C@@H]1CN(C)Cc1ccc2c(c1)OCO2 | 13 | 7 | 2 | -0.1 | -1.2 | 1 | -1.1 | -19
C[C@@H](NC(=O)c1[nH]cnc1C(=O)Nc1ccccc1F)c1ccccc1 | 9 | -8 | 10 | 11 | 1.3 | 2 | -0.1 | 5
O=S(=O)(c1ccc(Cl)cc1)N1CN(CC2CCCO2)c2nc3ccccc3nc21 (centres undefined) | 8 | -1 | -7 | · | 1.5 | 0 | -0.1 | 14
O=C(O)CCCC(=O)Nc1ccc(S(=O)(=O)Nc2nccs2)cc1 | 16 | -11 | 2 | -0.1 | -0.1 | -1 | 0.5 | 5
NC(=O)[C@@H]1CCCN1Cc1nc(-c2ccc(C(F)(F)F)cc2)no1 | -7 | -12 | · | 0.0 | -3.5 | 0 | 0.0 | 4
Cc1cccc(CN(C)C[C@@H]2OCc3cnnn3CCCC(=O)N([C@@H](C)CO)C[C@H]2C)c1 | 14&2 | -3&0&7 | -1&-2&8 | 0.1&0.1 | -2.1&0.2&-2.5 | -2&-3&1 | 0.1&-0.1 | -3&-11&-1
CC(C)CC#Cc1ccc([C@@H]2[C@H](CO)N3CCCCN(C(=O)Nc4ccccc4)C[C@@H]23)cc1 | 16 | 11 | -13 | 1.2 | -2.6 | 1 | 0.1 | 9
Oc1c(Br)cc(Br)cc1C=Nc1cccnc1 | -12 | -78 | -9 | · | -0.4 | 33 | 0.2 | -7
Cc1cccc(NC(=O)CN2CCN(C(=O)C3CCC3)CC2)c1C | 6 | -12 | -3 | 0.3 | 1.1 | 0 | 0.0 | 1
COCC(=O)N1[C@@H]2c3ccc(-c4ccncc4)c(=O)n3C[C@@H]2[C@@H](CO)[C@@H]1C(=O)Nc1ccccc1 | 3 | -23 | -10 | -0.2 | 1.4 | 1 | 0.1 | 18
CCC1CCCCN1S(=O)(=O)c1ccc(NC(=O)c2snnc2C)cc1 (centres undefined) | -20 | -26 | -2 | · | -2.2 | 1 | 0.1 | -1
Cc1ccc(-n2c(=O)c3ccc(C(=O)NCc4ccco4)cc3n(Cc3ccccc3C#N)c2=O)cc1 | 6 | -16 | · | 0.0 | · | -1 | 0.1 | 3
CC1CCC(NC(=O)c2cccc(S(=O)(=O)N3CCN(c4ccc(F)cc4)CC3)c2)CC1 (centres undefined) | -3 | -8 | · | · | 3.3 | -6 | 0.2 | 1
O=C(COc1ccc(Cl)cc1[N+](=O)[O-])N/N=C/c1cccs1 | -2 | 6 | 12 | 3.4 | 2.1 | -2 | 0.0 | -9
C=CCOc1ccc(/C=N/NC(=O)C(=O)N2CCCCCC2)cc1OC | 31 | -10 | 3 | · | 2.4 | -2 | 0.0 | 12
COc1ccc(C2c3ccc(O)cc3Oc3ncn4nc(-c5ccccn5)nc4c32)cc1OC (centres undefined) | · | -39 | · | 0.2 | 1.1 | -3 | 0.0 | -7
O=C(C1CCC1)N1CC(=O)N2[C@@H](CO)[C@@H](c3ccc(-c4cccnc4)cc3)[C@@H]2C1 | 1 | 6 | · | 0.0 | -2.2 | 4 | 0.1 | 3
CCCCC(C(=O)O)C(C)CC(=O)Nc1nccs1 (centres undefined) | -7 | -10 | 0 | 1.2 | 1.5 | -1 | -0.1 | 5
CCN(CC)S(=O)(=O)c1ccc(C(=O)OCC(=O)c2ccc3c(c2)NC(=O)CO3)cc1 | 16 | 3 | · | · | -2.5 | -1 | · | -5
CCCCCC(O)(c1ccc(OCC)cc1)C(CN1CCOCC1)c1ccccc1 (centres undefined) | -32 | -15 | -10 | 0.5 | -1.3 | -2 | 0.1 | -5
O=C1[C@@H]2Cc3c([nH]c4ccccc34)C(c3cccc([N+](=O)[O-])c3)N2C(=O)CN1CCCO (some centres undefined) | 2 | -13 | 0 | 0.2 | 0.7 | -2 | 0.2 | 1
CCOc1ccc(NC(=O)CN(C)C(=O)c2cccnc2SC)cc1OCC | 4 | -4 | -10 | -0.2 | 2.9 | -3 | 0.0 | 3
COc1ccc(NC(=S)N2CCCCCC2)cc1OC | -10 | -12 | 0 | · | 0.1 | -2 | 0.1 | 4
O=C(C[C@H]1CC[C@H](NC(=O)c2ccncc2)[C@H](CO)O1)NCC1CC1 | 14 | -18 | -2 | 0.0 | 0.5 | -2 | 0.0 | 0
CCN1[C@@H]2c3ccc(-c4cccc(OC)c4)c(=O)n3C[C@@H]2[C@@H](CO)[C@@H]1C(=O)OC | 1 | -11 | 7 | -0.2 | -0.9 | · | 0.6 | 0
C/C=C/c1ccc([C@H]2[C@@H](CO)N(C(=O)C3CCC3)[C@@H]2CNC(=O)NC(C)C)cc1 | -3 | -14 | · | 0.5 | -4.8 | -1 | 0.0 | 80*

Molecules from the list above that contain two or more sulfur atoms (3):
SMILES | INS-1E GSIS act | RAD52 inh | RAD54 inh | E-sel inducer | CFTR F508del cor | Casp6 inh | XiGFP reactiv | DENV2 CPE rescue
C[C@@H]1CN([C@@H](C)CO)C(=O)c2cc(NS(=O)(=O)c3cccs3)ccc2O[C@H]1CN(C)Cc1ccc(Oc2ccccc2)cc1 | -17 | 2 | 1 | -3.8 | -2.4 | -2 | -0.1 | 5
O=C(O)CCCC(=O)Nc1ccc(S(=O)(=O)Nc2nccs2)cc1 | 16 | -11 | 2 | -0.1 | -0.1 | -1 | 0.5 | 5
CCC1CCCCN1S(=O)(=O)c1ccc(NC(=O)c2snnc2C)cc1 (centres undefined) | -20 | -26 | -2 | · | -2.2 | 1 | 0.1 | -1

(cont.)
SMILES | INS-1E GSIS act | RAD52 inh | RAD54 inh | E-sel inducer | CFTR F508del cor | Casp6 inh | XiGFP reactiv | DENV2 CPE rescue
Cn1c(=O)c2c(nc(NCc3cccnc3)n2Cc2ccccc2Cl)n(C)c1=O | 5 | -17 | · | · | -0.2 | -3 | 0.0 | -5
Cc1ccc(-c2cnc3c(c2)C(=O)N([C@H](C)CO)C[C@@H](C)[C@H](CN(C)C(=O)c2ccccc2)O3)cc1 | -32 | 13 | 7 | -0.1 | 2.1 | -1 | 0.1 | -10
Cc1noc(C)c1NC(=O)N(C)C[C@H]1OCCCC[C@H](C)Oc2ccc(NS(=O)(=O)c3ccc(F)cc3)cc2C(=O)N([C@H](C)CO)C[C@@H]1C | -5 | -37 | -5 | 0.2 | 3.3 | -2 | 0.1 | -6
OCCNc1nc(-c2ccccc2)nc2c1oc1ccccc12 | 18 | -17 | 6 | · | -2.2 | 1 | -0.1 | 11
OC(c1cccc(Cl)c1)c1nc(-c2ccccc2)cs1 (centres undefined) | · | -13 | -8 | 0.1 | 0.5 | 6 | -0.1 | -6
COc1cccc(-c2cc(NC=O)c3ncc(-c4cccc(C(=O)NCCN(C)C)c4)n3c2)c1 | 3 | 94* | 81* | 7.6 | 2.1 | -94 | -0.1 | -4
CO[C@H]1CN(C)C(=O)c2cc(NC(=O)c3ccccc3)ccc2OC[C@H](C)NC[C@@H]1C | 1&4 | -5&-20 | -12 | -0.3&2.4 | -1.1&1.9 | 0&7 | 0.4&0.0 | 9&-11
CC12CCC(O)CC1=CCC1C2CCC2(C)C3=NN=CC3CC12 (centres undefined) | 8 | -15 | -6 | 3.0 | 4.4 | 0 | 0.2 | -3
COC(=O)c1ccc2nc(-c3ccc(Cl)cc3)c(Cc3ccc(OC)cc3C)n2c1 | 5 | -26 | · | 0.4 | 1.6 | -1 | 0.2 | 6
COc1ccccc1-c1ccc2n(c1=O)C[C@@H]1[C@@H](CO)[C@H](C(=O)N3CCCCC3)N(C)[C@H]21 | 2 | 3 | 19 | 0.1 | · | -5 | 0.3 | 5
O=C(CN1C(=O)NC2(CCc3ccccc32)C1=O)c1c[nH]c2ccccc12 (centres undefined) | -1 | -33 | 2 | 0.4 | -0.9 | 3 | 0.0 | 6
COCC(=O)N1C[C@H](C)[C@H](OC)CN(C)C(=O)c2cc(NC(=O)c3ccccc3)ccc2OC[C@@H]1C | 4 | 11 | -3 | 0.1 | -4.8 | 1 | 0.4 | -2
COc1ccc(CC(=O)NCc2nc(-c3ccccc3)no2)cc1 | -3 | 6 | -2 | 7.1 | -2.8 | -4 | 0.1 | 3
Cc1cccc(N=C(NO)c2nonc2N)c1 | 12 | 5 | -14 | -0.1 | · | -2 | 0.0 | -8
COC(=O)c1sccc1NC(=O)C1CC1 | -13 | -16 | · | · | 0.6 | 0 | 0.0 | 1

An excerpt from above, showing only RAD54 inh and CFTR F508del cor.
molecule	RAD54 inh	CFTR F508del cor
COc1cccc(-c2cc(NC=O)c3ncc(-c4cccc(C(=O)NCCN(C)C)c4)n3c2)c1	81*	2.1
CO[C@H]1CN(C)C(=O)c2cc(NC(=O)c3ccccc3)ccc2OC[C@H](C)NC[C@@H]1C	-12	-1.1&1.9
CC12CCC(O)CC1=CCC1C2CCC2(C)C3=NN=CC3CC12 (centres undefined)	-6	4.4

Continued:
SMILES | INS-1E GSIS act | RAD52 inh | RAD54 inh | E-sel inducer | CFTR F508del cor | Casp6 inh | XiGFP reactiv | DENV2 CPE rescue
C[C@@H]1CCCCO[C@@H](CN(C)S(=O)(=O)c2ccccc2)[C@@H](C)CN([C@@H](C)CO)C(=O)c2cc(NS(C)(=O)=O)ccc2O1 | 0 | -5 | 2 | 0.4 | -2.3 | -2 | 0.1 | -14
CC(=O)NCCNc1nc(NC(C)C)nc2cc(-c3ccccc3)sc12 | -5 | -17 | -4 | -1.3 | -1.0 | -2 | 0.6 | -7
CC1CCN(C(=O)c2[nH]cnc2C(=O)N[C@@H](C)C(=O)OCc2ccccc2)CC1 | 2 | -9 | 3 | 0.5 | 0.2 | 1 | 0.3 | -17
OC[C@H]1N[C@@H](CNCC2CCC2)[C@@H]1c1ccc(C2=CCCC2)cc1 | 10 | · | 1 | -0.4 | -2.4 | · | 0.1 | 20
COc1cc(OC)cc(C(=O)N2CCC3(CC2)NCCc2[nH]cnc23)c1 | -12 | -6 | -11 | -0.3 | 0.9 | 2 | 0.0 | 2
CC1S/C(=N/N=C/c2ccco2)N(Cc2ccccc2)C1=O (centres undefined) | -3 | -49 | 3 | -0.1 | 1.5 | 0 | 0.2 | -2
CN(Cc1ccccc1Cl)C(=O)C1CC(=O)N(c2ccc3c(c2)OCCO3)C1 (centres undefined) | -7 | -8 | -7 | · | -1.1 | -4 | 0.2 | 2
